# Compound activity (PubChem)
# BAP1 block – blocks human BAP1 ubiquitin-AMC hydrolysis; Q92560; 72,000 compounds, 0.48% hits; activity remaining (% of control), % at 20 µM; recombinant BAP1, Ub-AMC hydrolysis fluorescence kinetic; hits give low values;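 active = activity remaining at or below 50% of control, provided the compound also passes the data quality filters; inactive = the rest, including low values that fail the filters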;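 note: 100% = DMSO wells rate and 0% = substrate alone blank rate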
# HePTP inh – inhibitors of human HePTP phosphatase; P35236; recombinant HePTP phosphatase activity, OD absorbance; inhibition, % at 20 µM; 110,000 compounds, 0.64% hits; in the data active = inhibition above about 50%;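 note: plate controls were vehicle for no effect and reference inhibitor for full effect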
# Target sequence (P35236 whole entry, looked up): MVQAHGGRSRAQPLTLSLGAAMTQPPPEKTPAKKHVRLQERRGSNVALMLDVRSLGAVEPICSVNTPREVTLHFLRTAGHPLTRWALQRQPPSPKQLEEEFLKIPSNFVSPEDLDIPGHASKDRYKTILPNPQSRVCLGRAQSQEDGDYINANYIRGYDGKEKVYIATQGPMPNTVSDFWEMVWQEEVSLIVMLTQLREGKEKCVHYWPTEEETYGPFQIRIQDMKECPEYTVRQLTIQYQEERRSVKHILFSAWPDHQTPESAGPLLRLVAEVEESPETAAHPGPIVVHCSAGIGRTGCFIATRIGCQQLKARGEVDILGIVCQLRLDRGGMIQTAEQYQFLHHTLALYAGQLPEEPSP
# Active calls of the source: *; nt = not tested or not shown; & = joins results of further samples.
SMILES,BAP1 block,HePTP inh
C#CCOC(=O)c1ccccc1C(=O)N(CC)CC,114,1
O=C(NC(=O)N1CCN(c2cccc(Cl)c2)CC1)c1ccccc1,80,4
CC(C)CCNC(=O)NC(=O)CSc1nnc2ccccn12,103,10
CCN=C1SCC(=O)N1c1ccc(OC)cc1,106,1
Cc1ccc(C(C(=O)NC(C)(C)C)N(C(=O)c2csnn2)c2cccc(F)c2)o1 (stereo unspecified),106,8
O=C1N=C(N2CCCC2)S/C1=C\c1ccccc1,nt,-6
COCCN1C(=O)/C(=C2/C(=O)N(C)c3ccccc32)SC1=S,nt,5
N#C/C(=C(/O)CO/N=C/c1ccccc1Cl)c1nc2ccccc2[nH]1,nt,6
COC(=O)CN(c1ccc(C)cc1)S(=O)(=O)c1ccc2c(c1)n(C)c(=O)c(=O)n2C,86,2
O=C(CN1CCN(S(=O)(=O)c2ccc(Cl)cc2)CC1)Nc1ccc2c(c1)OCO2,106,9
CC(=O)NC1=NC(=O)/C(=C\c2ccc(-c3ccc(Cl)c(C(=O)O)c3)o2)S1,nt,43
O=C(CNc1n[nH]c(=O)[nH]c1=O)N/N=C/c1c(Cl)cccc1Cl,nt,-9
COc1ccc(-c2noc(CSc3nnc(CCc4ccccc4)n3-c3ccccc3)n2)cc1OC,74,0
O=C(Nc1ccc(Oc2ccccc2)cc1)c1ccc([N+](=O)[O-])cc1,nt,2
CCCC(C)NS(=O)(=O)c1c(C)cc(C)cc1C (stereo unspecified),nt,0
O=S(=O)(Nc1ccc(C(F)(F)F)cc1)c1cnc[nH]1,106,6
COc1ccc(C(NC(=O)c2ccccc2)c2c(O)ccc3ccccc23)cc1 (stereo unspecified),nt,3
COc1ccc(C(=O)N2CCCC(c3nc(-c4ccc(OC)c(OC)c4)no3)C2)c(OC)c1 (stereo unspecified),88,6
Cc1ccc2ccc(S(=O)(=O)n3nc(C)cc3C)cc2c1,90,10&7
CCCC(=O)N1CCN(c2ccc(NC(=O)c3ccccc3)cc2)CC1,104,14
Cc1ccc(-c2noc(-c3ccc(C)cc3)n2)cc1,nt,-1
O=S(=O)(Cc1ccccc1)N1CCC(N2CCN(c3ccccc3)CC2)CC1,99,6
O=C(NCCCN1CCOCC1)c1cc(-c2ccc(O)cc2)on1,93,4
Cc1csc(OCc2ccc(C#N)cc2)n1,119,2
COc1ccc(OCC(=O)Nc2ccc3c(c2)nc(CCN2CCOCC2)n3C)cc1,104,10
CC(C)C(=O)N1CCN(c2ccccc2NC(=O)Cc2ccc(Cl)cc2)CC1,96,3
Cc1cccc(OCCCC(=O)O)c1C,nt,5
C(=N\Nc1nc(N2CCOCC2)nc(N2CCOCC2)n1)/c1ccccc1,nt,3
O=C(NCc1ccccc1)c1ccncc1,nt,-5
CCCSc1nsc(SCCC)c1C#N,nt,5
Cc1ccc(NC(=O)c2cccc(F)c2)cc1Cl,nt,8
O=C1NC(=S)N(c2ccccc2F)C(=O)/C1=C/c1ccc(Sc2ccccc2)o1,nt,12
CCOC(=O)N1CCC(NC(=O)C(NS(=O)(=O)c2ccc3c(c2)CCN3C(C)=O)C(C)C)CC1 (stereo unspecified),100,4
CC1(C)CC(=O)C=C(NCCCN2CCCC2=O)C1,74,nt
OC1C[N+]2(CCCCC2)C1,114,21
COCc1cc(C)[nH]c(=O)c1C#N,101,-12
O=[N+]([O-])c1cc(-c2nnc(-c3ccc(Cl)c([N+](=O)[O-])c3)o2)ccc1Cl,nt,-4
COC(=O)C(Cc1cncn1COCc1ccccc1)NC(=O)OC(C)(C)C (stereo unspecified),95,0
CC1CCc2nc(NC(=O)Cc3cccs3)sc2C1 (stereo unspecified),134,4
COc1ccc(OC)c(N(CC(=O)Nc2ccc(Oc3ccccc3)cc2)S(C)(=O)=O)c1,nt,3
c1ccc2[nH]c(-c3ccnc4ccccc34)nc2c1,59,-13
CCn1ncc(CN2CCN(C(=O)Nc3ccccc3C(=O)OC)CC2)c1C,59,4
CCOc1ccc(C(=O)Nc2cc(Cl)ccc2OC)cc1OCC,nt,-16
CCOC(=O)C1=C(C)NC(=S)NC1c1cc([N+](=O)[O-])ccc1O (stereo unspecified),nt,6
Cc1ccc(C(=O)Nc2ccc(Cl)cn2)cc1,103,5
Cc1cccc(OCC(=O)NC(C)C)c1,nt,-10
CCC(Oc1ccccc1)C(=O)Nc1ccncc1 (stereo unspecified),nt,-7
CCN1C(=O)/C(=C\c2cccc(OS(=O)(=O)c3ccc(C)cc3)c2)SC1=S,nt,0
Nc1nc(NC(=O)Cc2ccccc2)nn1-c1ccccc1,152,6
COc1cccc(NC(=S)NC(=O)c2cccs2)c1,nt,-6
c1nnc(Sc2nc(N3CCOCC3)nc(N3CCOCC3)n2)n1-c1nc(N2CCOCC2)nc(N2CCOCC2)n1,nt,-4
CCOCCCN(CCC#N)S(=O)(=O)c1ccc(S(=O)(=O)N2CCCC2)cc1,116,-6
O=C(N/N=C\c1ccc(O)cc1O)C(=O)N/N=C/c1ccc(O)cc1O,nt,-6
COC(=O)C1=C(C)NC(=S)N(C(C)=O)C1c1ccc(Cl)cc1 (stereo unspecified),nt,4
CCOc1ccc(NC(=S)NC(NC(=O)C(c2ccccc2)c2ccccc2)C(Cl)(Cl)Cl)cc1 (stereo unspecified),nt,10
Cc1ccnc(SCC(=O)O)n1,nt,-13
CN(Cc1ccccc1)c1nc2c(c(=O)[nH]c(=O)n2C)n1CCOc1ccccc1,52,-8
COc1ccc(S(=O)(=O)N2CCN(Cc3cccc(OC)c3)CC2)cc1,nt,2
CC1Cc2ccccc2N1C(=O)C12CCC(C)(C(=O)C1)C2(C)C (stereo unspecified),95,-9
CCOC(=O)c1sc2nccc(N(C)C)c2c1N,nt,0

# Three compounds from above, sorted by the number in BAP1 block, smallest number first:
compound	BAP1 block	HePTP inh
COC(=O)C(Cc1cncn1COCc1ccccc1)NC(=O)OC(C)(C)C (stereo unspecified)	95	0
COc1ccc(OCC(=O)Nc2ccc3c(c2)nc(CCN2CCOCC2)n3C)cc1	104	10
Cc1csc(OCc2ccc(C#N)cc2)n1	119	2

# As entered above.
# O=C(N/N=C\c1ccc(O)cc1O)C(=O)N/N=C/c1ccc(O)cc1O | HePTP inh: -6
# Cc1ccnc(SCC(=O)O)n1 | HePTP inh: -13

# The listing continues.
SMILES,BAP1 block,HePTP inh
O=C(NCCO)c1nc(NCCO)c2ccccc2n1,143,7
CCCCN(CC)CCCNC(=O)CS(=O)(=O)Cc1nc(-c2cccc(OC)c2)oc1C,114,-2
CCCCSc1nnc(-c2c[nH]c3ccccc23)n1C,99,-2
Fc1ccc(-c2cc(-c3ccccc3)nc(N/N=C\c3ccco3)n2)cc1,nt,-2
CCCc1cc(=O)oc2cc(OCC(=O)C(C)(C)C)ccc12,nt,-5
O=C(COc1ccc(Cl)cc1Cl)Nc1ccc(S(=O)(=O)N2CCc3ccccc32)cc1,nt,-8
Cn1c(N)c(C#N)c2c(c1=S)CSC(C)(C)C2,100,5
COc1cc2c(cc1NC(=O)c1ccccc1Br)oc1ccccc12,nt,-14
O=C(c1ccco1)N1CCN(C2CCC(c3ccccc3)CC2)CC1 (stereo unspecified),nt,-3
COc1ccc(-c2csc(/C(C#N)=C/c3ccc(C)o3)n2)cc1OC,nt,0
Cc1ccc(C(C)C)c(OCC(=O)N/N=C/c2ccc(C(=O)O)cc2)c1,nt,4
CC(=O)OCn1nnc2ccccc2c1=O,96,nt
Cc1cc(NC(=O)c2ccc(Cl)cc2Cl)no1,nt,-19
Cc1cccc(NC(=O)CN(c2cccc(Cl)c2)S(C)(=O)=O)c1,nt,10
COC(=O)CSc1nsc(SCC(=O)OC)n1,88,14

# Complete entries as entered above.
# Shown for CC(=O)NC1=NC(=O)/C(=C\c2ccc(-c3ccc(Cl)c(C(=O)O)c3)o2)S1 = BAP1 block = nt; HePTP inh = 43
# Shown for OC1C[N+]2(CCCCC2)C1 = BAP1 block = 114; HePTP inh = 21

# Additional structures follow:
SMILES,BAP1 block,HePTP inh
O=S(N1CCCCC1)C12CC3CC(CC(C3)C1)C2 (stereo unspecified),nt,7
CCOc1ccc(C=NC23CN4CN(CN(C4)C2)C3)cc1,107,-7
CCc1ccccc1NC(=O)c1nn2c(c1Cl)NC(c1ccc(C)cc1)CC2C(F)(F)F (stereo unspecified),nt,2
O=C(CCCCCN1C(=O)CCC1=O)Nc1ccc(Br)cc1F,83,0
COc1cc2c(N3CCOCC3)cc(O)c(CC(=O)Nc3ccccc3)c2cc1OC,nt,-6
CCN1CCN(C(c2ccccc2)c2sc3nc(C)nn3c2O)CC1 (stereo unspecified),100,-3
O=c1c(Oc2ccc(Cl)cc2Cl)c(C(F)(F)F)oc2cc(O)ccc12,nt,-20
COC(=O)Nc1ccc2c(c1)N(C(=O)CCN1CCOCC1)c1ccccc1S2,95,8
Cc1cc(C=C(C#N)C#N)c(C)n1-c1cccc(Cl)c1,nt,4
O=C(O)c1c(Cl)c(Cl)c(Cl)c(Cl)c1C(=O)N1CCOCC1,92,nt
CCOC(=O)c1c(NC(=O)COc2ccccc2C)sc(C(=O)Nc2ccccc2F)c1C,nt,-13
O=C(Nc1ccccc1C#Cc1ccccc1)c1cccnc1,nt,0
CSc1ccc(S(=O)(=O)N(CC(=O)Nc2c(C)cccc2C)c2ccc(C)cc2)cc1,nt,9
COc1cccc(CN2CCN(Cc3ccccn3)CC2)c1,nt,-7
Cc1cc(C)cc(NC(=O)c2ccc(F)cc2)c1,nt,8
O=c1/c(=C/c2ccccn2)sc2nc3ccccc3n12,97,6&-12
CCOc1nc(-c2ccccc2)ccc1-c1noc(COc2ccccc2)n1,117,1
COc1ccc(C)cc1S(=O)(=O)Nc1cccc(Cl)c1,64,-7
O=C(N/C(=C/c1cccc(Br)c1)C(=O)N1CCCCCC1)c1ccccc1,nt,6
O=c1/c(=C/c2cccc(OCCOc3ccc(Br)cc3)c2)sc2nc3ccccc3n12,nt,8
CCC(c1nnnn1C1CCCC1)N1CCN(c2ccccc2F)CC1 (stereo unspecified),103,5
O=C(NCc1cccnc1)c1c[nH]c2cc3c(cc2c1=O)OCCO3,97,5
CC(=O)c1cc(Cc2csc(C(C)=O)c2)cs1,113,7&-2
O=C(CN1C(=O)NC2(CCCC2)C1=O)Nc1nc(-c2ccc(F)cc2)cs1,109,5
O=C(c1ccccc1)N(Cc1ccccc1)c1ccccn1,95,5
CN(C)c1cccc2c(S(=O)(=O)N3CCOCC3)cccc12,170,0
CCOc1cccc(NC(=O)C2CC(=O)N(C)C(=Nc3cccc(F)c3)S2)c1 (stereo unspecified),98,9
O=C(O)c1cc2n(n1)C(C(F)(F)F)CC(c1ccco1)N2 (stereo unspecified),94,5
O=C1/C(=C/c2ccc(I)o2)SC(=S)N1c1ccc([N+](=O)[O-])cc1,nt,21

# Random excerpt: seven entries already listed, in no set order.
SMILES,BAP1 block,HePTP inh
COc1cccc(CN2CCN(Cc3ccccn3)CC2)c1,nt,-7
COC(=O)CN(c1ccc(C)cc1)S(=O)(=O)c1ccc2c(c1)n(C)c(=O)c(=O)n2C,86,2
COC(=O)CSc1nsc(SCC(=O)OC)n1,88,14
Nc1nc(NC(=O)Cc2ccccc2)nn1-c1ccccc1,152,6
CCOc1nc(-c2ccccc2)ccc1-c1noc(COc2ccccc2)n1,117,1
O=C(COc1ccc(Cl)cc1Cl)Nc1ccc(S(=O)(=O)N2CCc3ccccc32)cc1,nt,-8
CCC(c1nnnn1C1CCCC1)N1CCN(c2ccccc2F)CC1 (stereo unspecified),103,5
